VHR inh abs = blocks human VHR1 dual specificity phosphatase. inhibition, % at 13.3 µM. AID 1654. hit rate 0.52% among 290,000. recombinant VHR phosphatase, pNPP absorbance; in the data active = inhibition above about 50%; also: some compounds called inactive have numbers as strong as hits
Target sequence (P51452 whole entry, looked up): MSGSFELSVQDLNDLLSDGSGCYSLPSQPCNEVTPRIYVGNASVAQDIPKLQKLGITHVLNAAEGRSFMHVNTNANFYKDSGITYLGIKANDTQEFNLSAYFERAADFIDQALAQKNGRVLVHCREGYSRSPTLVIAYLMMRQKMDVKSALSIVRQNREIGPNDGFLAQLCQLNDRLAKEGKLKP
MazEF act = increases E. coli MazEF RNase cleavage of RNA; P0AE70; FAM/BHQ RNA-DNA oligo cleavage fluorescence, 5 h; activation, % at 20 µM; hit rate 0.32% among 350,000; AID 504720; in the data active = activation above about 50%
Target sequence (P0AE70 whole entry, looked up): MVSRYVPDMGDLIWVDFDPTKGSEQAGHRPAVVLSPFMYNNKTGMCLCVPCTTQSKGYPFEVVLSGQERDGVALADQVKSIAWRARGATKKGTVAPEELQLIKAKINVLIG
SARS 3CLpro inh = SARS-CoV 3CLpro protease inhibition; hit rate 0.14% among 290,000; inhibition, % at 6 µM; recombinant SARS-CoV 3CLpro, quenched FRET peptide cleavage; AID 1706; P0C6X7; in the data active = inhibition above about 12%
BoNT A protease = inhibitors of Botulinum neurotoxin A light chain protease; inhibition, % at 10 µM; multiplex microsphere protease substrate cleavage, flow cytometry; hit rate 0.17% among 360,000; AID 588499; also: plate controls were buffer without enzyme for full effect and enzyme alone for no effect
Anthrax LF prot = inhibitors of Bacillus anthracis lethal factor protease; multiplex microsphere protease cleavage assay, LF; inhibition, % at 10 µM; hit rate 0.12% among 360,000; AID 588501; also: plate controls were buffer without enzyme for full effect and enzyme alone for no effect
BoNT-F LC inh = BoNT F light chain protease inhibition; hit rate 0.22% among 360,000; Multiplex microsphere protease cleavage assay, flow cytometry; inhibition, % at 10 µM; AID 588497; in the data active = inhibition above about 35%, passing the limit was not always enough; inconclusive = no clear call, values can overlap the other calls; also: plate controls were buffer without enzyme for full effect and enzyme alone for no effect
PrPC TRFRET = inhibitors of human cell surface prion protein PrPC. inhibition, % at 13.8 µM. P04156. TR-FRET read-out. AID 720596. hit rate 0.43% among 370,000; in the data active = inhibition above about 24%; also: 0% = median of the test wells and 100% = reference compound wells
SSB-PriA inh = inhibitors of Klebsiella pneumoniae PriA binding to SSB C-terminal tail | AlphaScreen SSBct-PriA binding, biotinylated peptide | inhibition, % at 33 µM | hit rate 0.6% among 430,000; in the data active = inhibition mostly above about 37%, no sharp cut-off; inactive = mostly below about 20%;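 also: plate controls were negative control peptide for no effect and reference peptide for full effect; strong numbers were not always called active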
Rv3671c protease = Rv3671c (M. tuberculosis) protease inhibition | inhibition, % at 5.96 µM | hit rate 0.048% among 320,000; in the data active = inhibition above about 38%;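 also: extracellular domain of Rv3671c used as enzyme; 0% = enzyme with DMSO and 100% = no enzyme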
Target sequence (P9WHR9 whole entry, looked up, the tested form may be a part): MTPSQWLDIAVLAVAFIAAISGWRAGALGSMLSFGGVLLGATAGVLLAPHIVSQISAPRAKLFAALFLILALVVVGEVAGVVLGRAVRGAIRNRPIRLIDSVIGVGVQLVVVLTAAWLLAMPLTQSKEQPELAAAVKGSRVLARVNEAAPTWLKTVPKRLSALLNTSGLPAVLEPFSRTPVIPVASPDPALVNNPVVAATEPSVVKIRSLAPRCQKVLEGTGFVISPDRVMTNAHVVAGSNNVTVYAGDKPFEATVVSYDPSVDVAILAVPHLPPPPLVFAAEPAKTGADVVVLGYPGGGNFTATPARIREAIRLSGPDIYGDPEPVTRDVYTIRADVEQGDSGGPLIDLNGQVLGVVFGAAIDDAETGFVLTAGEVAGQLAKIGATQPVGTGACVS
CCHF vOTU inh = CCHFV vOTU protease inhibition; Pep-AMC fluorescence; inhibition, % at 11.5 µM; hit rate 0.55% among 370,000; in the data active = inhibition above about 30%; also: 0% = vehicle wells with enzyme and 100% = no enzyme wells
Active calls of the source: *; ? = inconclusive; / = no result given; & = joins results of further samples. Rule as the data show it, unless noted: active = inhibition above about 30%; inconclusive = no clear call, values can overlap the other calls; inactive = below that.

compound	VHR inh abs	MazEF act	SARS 3CLpro inh	BoNT A protease	Anthrax LF prot	BoNT-F LC inh	PrPC TRFRET	SSB-PriA inh	Rv3671c protease	CCHF vOTU inh
N/C(Cc1ccc([N+](=O)[O-])cc1)=N\OC(=O)c1ccccc1F	57*	3	-4	-0.1	-4	-11	-7	/	-5	-11
COc1cc(NC(=O)CN2CCN(Cc3ccc4c(c3)OCO4)CC2)cc(OC)c1	-14	-1	0	-0.4	2	4	-12	-6	-1	11
CCc1cc(C(=O)Nc2nc(-c3ccccn3)cs2)sc1C	/	-5	/	18	0	-22	1	2	-9	-2
CN1CC(C(=O)c2ccc(F)cc2)C(c2ccc(F)cc2)C1 (centres undefined)	22	-2	3	-0.6	9	4	-7	4	-7	-4
c1cc(-c2ccc(CN3CCOCC3)cc2)n2ccnc2c1	/	/	/	0.2	-3	-1	3	/	/	-117
OCC1(Cc2cccc(Cl)c2)CCCN(Cc2cnn(-c3ccccc3)c2)C1 (centres undefined)	35	-7	1	-0.3	-2	-2	2	-2	-3	20
O=C(OCc1ccc([N+](=O)[O-])cc1)c1cc(=O)c2ccccc2o1	-5	2	3	1.9	-2	8	-2	-12	7	-1
CCCOc1ccc(F)cc1-c1cc(C(=O)Nc2ccc(F)cc2)[nH]n1	/	/	/	0.1	-2	-7	-7	/	/	10
CCc1nnc(NS(=O)(=O)c2ccc(NCc3cc(Cl)ccc3O)cc2)s1	2	-1	10	1.1	2	3	-5	5	-5	13
COc1nc(N/N=C/c2ccc(-c3ccccc3[N+](=O)[O-])o2)nc(N2CCOCC2)n1	16	3	-5	-0.6	-2	-5	-4	/	-40	0
CC(C)(C)S(=O)N1Cc2cc(=O)n(Cc3ccccc3)cc2[C@H]1CCO (some centres undefined)	/	-14	/	1.0	7	-4	-4	-4	/	-6
C/C(=N\NC(=O)C1CC1)c1ccc(C)cc1C	/	-4	/	-0.4	-9	5	1	/	-5	-11
O=C1Nc2ccc(Br)cc2C1=C1CCCCC1	4	-16	4	-5.1	-4	17	-3	-11	-8	-2
Cc1cc(C)cc(-n2c(C)cc(/C=N\NC(=O)COc3cccc4cccnc34)c2C)c1	22	-1	1	-1.1	-3	-3	-4	/	-2	4
CCCCc1ccc(NC(=O)CSC2=C(C#N)C(c3ccco3)C3=C(CCCC3=O)N2)cc1 (centres undefined)	-8	1	3	-1.1	-8	-10	7	-18	-71	20
Cc1ccc(/C=C2\SC(=S)N(C3CCS(=O)(=O)C3)C2=O)o1 (centres undefined)	28	0	0	35*	15	11	1	-7	1	9
CCC1Nc2ncnc(N3CCN(c4ccccc4)CC3)c2N(Cc2ccccc2)C1=O (centres undefined)	/	0	/	0.5&-1.2	-1&4	-2&-15	-1&5	7	-1	8&5
CCCCCCCn1c(C)nnc1-c1cnn(C)c1N	13	3	0	0.4	-3	0	2	1	-5	9
O=C(O)CC(NC(=O)C12CC3CC(CC(C3)C1)C2)c1ccc2c(c1)OCO2 (centres undefined)	34	-13	-5	-4.6	4	-24	8	-14	-3	-4
COCCn1c(=NC(=O)c2ccco2)sc2cc(C(=O)OC)ccc21	19	-4	1	0.6	-1	0	1	-7&0	4	-10
CSCC[C@H](CO)NC(=O)[C@H]1O[C@@H](n2cnc3c(N)ncnc32)[C@H](O)[C@@H]1O	/	/	/	0.0	3	-3	6	/	/	10
CC1CC(NC(=O)C2(C)CC2(Cl)Cl)CC(C)(C)C1 (centres undefined)	17	1	5	4.9	-15	6	4	3	-5	7
Cc1csc(NC(=O)C2CCN(C(=O)c3ccccc3C)CC2)n1	8	4	-2	-0.3	-1	2	-1	1	3	-3
CC(=O)Nc1ccc(NS(=O)(=O)c2ccc(C)cc2)cc1[N+](=O)[O-]	1	7	-5	-6.0	6	?	-29	-1	3	-14
CN(Cc1ccc(Cl)s1)C(=O)CCl	13	3	4	-1.1	-5	-9	9	6	3	2
COc1cccc(NC(=O)[C@H](NC(=O)[C@@H]2Cc3ccccc3CN2)c2ccccc2)c1	12	10	-2	-1.2	-4	-10	2	2	0	15
COC(=O)c1ccc(Oc2nc3c(c(=O)n(C)c(=O)n3C)n2CCC(C)C)cc1	-6	-2	0	-0.7	0	16	8	-2	5	1
Cc1cccn2c(=O)c3cc(C(=O)NCC(C)C)sc3nc12	10	-2	-3	0.9	-1	3	-12	9	1	-25
O=[N+]([O-])c1ccc2oc(C3CCCCC3)nc2c1	6	3	0	-0.3	-6	-4	5	4	-5	-4
CC(=O)c1ccc(N2CCN(c3ccc4cc(S(=O)(=O)N5CCC(C)CC5)ccc4n3)CC2)cc1	9	-49	-10	1.1	0	3	4	3	4	2

Structural class: the compounds so far containing a thiophene ring, fused or not (three)
compound	VHR inh abs	MazEF act	SARS 3CLpro inh	BoNT A protease	Anthrax LF prot	BoNT-F LC inh	PrPC TRFRET	SSB-PriA inh	Rv3671c protease	CCHF vOTU inh
CCc1cc(C(=O)Nc2nc(-c3ccccn3)cs2)sc1C	/	-5	/	18	0	-22	1	2	-9	-2
CN(Cc1ccc(Cl)s1)C(=O)CCl	13	3	4	-1.1	-5	-9	9	6	3	2
Cc1cccn2c(=O)c3cc(C(=O)NCC(C)C)sc3nc12	10	-2	-3	0.9	-1	3	-12	9	1	-25

(listing goes on)
compound	VHR inh abs	MazEF act	SARS 3CLpro inh	BoNT A protease	Anthrax LF prot	BoNT-F LC inh	PrPC TRFRET	SSB-PriA inh	Rv3671c protease	CCHF vOTU inh
Cc1ccc(C(=O)N2CCN(C34CC5CC(CC(C5)C3)C4)CC2)o1	50	4	-1	0.8	-1	2	0	-17	-4	26
O=C(CCN1C(=O)C2C3C=CC(C3)C2C1=O)Oc1ccc2ccccc2c1 (centres undefined)	11	3	6	-0.2	-2	-5	1	-6	-13	-10
Cc1cc(C)c(NC(=O)CSc2nnnn2-c2cccnc2)c(C)c1	-3	11	0	-0.2	11	7	-7	11	-1	10
Cc1cccc2c(=O)cc(C(F)(F)F)[nH]c12	37	-6	0	?	-8	?	-7	6	-5	-4
CC1Cc2ccccc2N1C(=O)CSc1nncs1 (centres undefined)	/	1	/	-0.6	-3	-2	5	-1	-4	-1
CN=C1SC(CC(=O)Nc2ccc(F)cc2F)C(=O)N1/N=C/c1ccc(OC(F)F)c(OC)c1 (centres undefined)	-22	-13	1	-1.1	4	-2	-8	/	-14	-8
CC(C)CNC(=O)C(=O)NN=C1CCCCCC1	3	0	3	-3.3	-3	-13	-2	-18	1	-16
COc1ccc(NC(=O)CSCC(=O)Nc2ccccc2N2CCCC2)cc1	/	6	/	2.7	0	-6	8	-4	4	-10
COc1ccc(/C=N/n2c(C)nc3sc(C)c(C)c3c2=O)cc1OC	4	13	3	-0.2	-6	-2	-3	/	-1	5
O=C(C[C@@H]1C/C=C\CC[C@H](Cc2ccc(F)cc2)C(=O)OC[C@@H]2CCCN2C1=O)N[C@H](CO)Cc1ccccc1	/	9	/	0.0	-3	-2	-8	/	-7	9
CC(NC(=O)c1cccs1)c1ccc(Br)cc1 (centres undefined)	/	2	/	/	/	/	0	-15	4	5
N/C(=N\OC(=O)COc1ccc(Br)cc1)c1cccnc1	10	-1	-2	-1.3	-5	-1	2	/	0	-18
CCOC(=O)C(=O)Nc1nnc(COc2ccccc2)s1	11	-3	-2	-2.5	-3	-1	3	5	0	3
CC1=CCC2C(=O)N(c3ccc(C)cc3)C(=O)C2C1 (centres undefined)	4	-1	-5	-2.5	-6	-14	1	-2	4	-14
CCO[C@H]1OC(C(=O)N2CCOCC2)=C[C@@H](c2ccc3c(c2)OCO3)[C@@H]1CCCO	10	8	-4	0.1	-6	7	3	1	-5	-2
COc1ccc(C2c3ccc(O)cc3Oc3ncn4nc(-c5cccnc5)nc4c32)cc1OC (centres undefined)	0	-11	2	0.0	-6	-8	7	5	-10	-8
Cc1nn(C)c(=S)[nH]c1=S	/	7	/	-0.2	-4	1	-7	-2	/	-3
O=C(Nc1nc(-c2ccc(Cl)cc2)cs1)C1=COCCO1	/	0	/	4.7	7	3	-3	10	-3	3
COc1ccccc1-c1cccc([C@@H]2C[C@H]3[C@@H](CN2)CON3C)c1	/	-6	/	-0.3	-9	-6	-6	-2	/	-1
O=C(CCC(=O)N1CCSc2ccccc21)NCc1ccccc1	21	-3	-2	-1.3	5	-9	-5	-1	0	24
COc1ccc(CNC(=O)C(c2ccncc2)N(C(=O)Cc2cccs2)c2cccnc2)cc1 (centres undefined)	19	-4	1	-1.7	-1	-2	-4	1	-1	4
CC(C)c1nn2c(=O)cc(COc3cccc(NC(=O)c4ccco4)c3)nc2s1	69	4	-7	1.6	-1	4	2	-7	-7	-5
Cc1ccc(N2C(=O)CC(n3ccnc3)C2=O)cc1C (centres undefined)	10	-1	2	-0.3	-3	-20	4	-8	-3	7
O=C(NC(=S)NCc1ccccc1)c1ccc(Br)cc1	/	2	/	-0.2	-1	-1	3	-12	-2	8
CC1(C)CC(=O)C(CC(=O)c2ccccc2)=C(NN=C(N)N)C1	/	2	/	-0.3	2	-2	-4	/	/	15
Cc1ccc(CNC(=O)C2c3ccccc3C(=O)N(C)C2c2c[nH]c3ccccc23)o1 (centres undefined)	4	0	1	/	/	/	-1	2	-10	5
COc1ccc(OC)c(C2C(C(=O)c3cccs3)=C(O)C(=O)N2CCN(C)C)c1 (centres undefined)	2	-1	2	0.6	9	4	2	4	1	-4
CCn1c(C(=O)O)c(CC(=O)N(C)c2ccc(OC)cc2OC)c2ccccc21	11	10	0	-3.5	2	5	11	-3	7	6
CCOC(=O)C1=C(C)N(CCCCCC(=O)O)C(=O)NC1c1ccc(Br)cc1 (centres undefined)	20	3	0	-0.6	3	9	5	-5	1	-10
Cc1c(C(=O)Nc2nnc(C(F)(F)F)s2)oc2ccccc12	-14	-9	/	-3.5	1	-2	1	6	-1	-11
CCOc1ccccc1N(CC(=O)Nc1cccc2ccccc12)S(C)(=O)=O	4	-8	-1	-1.2	10	-8	-3	-4	2	-4
CCn1c(=NC(=O)c2cccc(N3C(=O)CCC3=O)c2)sc2c(OC)ccc(OC)c21	16	11	0	-0.1	-9	-3	-4	7	3	2
CCCCn1nc2cc(C(=O)NCc3ccccc3OC)ccc2c1OCC	20	1	3	-0.5	-8	0	2	0	-3	-8
Cc1nn(-c2ccccc2)c2c1C1(C(=O)N3c4c(cccc41)C(C)CC3(C)C)C(C#N)=C(N)O2 (centres undefined)	15	-2	4	2.2	-1	0	-4	14	-7	16
CCSc1nnc(NC(=O)CSc2nc3c(c(=O)n2C)SC(C)C3)s1 (centres undefined)	-1	4	3	-0.1	-4	-2	0	0	1	-15
CC(=O)c1cccc(OCc2cc(C(=O)NC3CCN(Cc4ccccc4)CC3)no2)c1	10	0	4	-0.9	-1	-9	-14	-9	-10	15
CCCS(=O)(=O)c1c(S(=O)(=O)CCC)c2cc(CC)ccn2c1C(=O)OC	21	5	-5	2.8	11	23	0	-9	-2	0
COc1ccc(S(=O)(=O)N2CCOCC2)cc1NC(=O)CN1C(=O)NC2(CCCC2)C1=O	/	7	/	0.4	-12	-3	5	3	7	9
CC(C)COc1cccc(C(=O)Nc2ccc(S(=O)(=O)N3CCOCC3)cc2)c1	0	1	4	0.0	-1	-8	17	-4	-30	0
Cc1ccccc1Nc1nc(-c2cccnc2)nc2ccccc12	26	7	2	0.2	-4	-10	8	-16	-5	6
COc1ccc2nc(/N=C(\N)NC(=O)N3c4ccccc4Sc4ccccc43)nc(C)c2c1	-4	-2	7	-0.6	-1	-4	-1	/	-17	-9
CCOC(=O)c1c(C)[nH]c(C)c1C(=O)COC(=O)c1cccnc1SC	/	-1	/	-1.2	-2	-13	3	-1	2	1

This is a subset; the hit share may differ from the screen's.
